Nrf2 activator: activates Nrf2 signaling | actives 0.31% (n = 410,000) | AID 624171 | AREc32 ARE-luciferase reporter (MCF7-derived line), luminescence, 24 h | Potency, µM (doses to about 46.1 µM), inactives show top-dose activation, hits mostly activators; further: potency means the concentration at half of the fitted maximal effect; % of control where 0% means no effect; nearly all actives have a fitted effect of over 65% in size
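Steps: seed AREc32_Fluc cells (1000/well, 5% FBS OPTI-MEM); incubate overnight at 37 deg C; add 23 nL compound; incubate 24 hr; add Steady-Glo; hold 30 min RT; read luminescence.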
TGFb inhibitor: blocks TGF-b signaling | Potency, µM (top dose mostly 46.1 µM), without a hit: top-dose activity, negative = inhibition, hits mostly inhibitors | HepG2 CAGA-GFP TGF-b/SMAD3 reporter, GFP fluorescence, 18 h; TGF-beta stimulated, 500 pg/mL final | actives 1.2% (n = 410,000); further: potency means the concentration at half of the fitted maximal effect; on the % scale 0 is the no-effect control and ±100 the full control effect; nearly all actives have a fitted effect of over 65% in size
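Read-out: total well GFP (ex488/em500-530) summed from mean per-cell fluorescence. Cells: HEPG2 CAGA-GFP, 1% FBS DMEM, 18 h at 37 degrees C with 500 pg/mL final TGF-beta. Unstimulated wells served as the full-inhibition control; stimulated DMSO wells = 0%.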
Nrf2 block: blocks Nrf2 signaling | A549 ARE-Fluc reporter, luciferase luminescence, 18-24 h | Potency, µM (titrated, usually from 46 µM), inactives show at the highest dose activity change, negative = inhibition, actives largely listed as inhibitors | actives 2.1% (n = 360,000) | AID 504444; further: potency means the concentration at half of the fitted maximal effect; on the % scale 0 is the no-effect control and ±100 the full control effect; nearly all actives have a fitted effect of over 60% in size
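Nrf2 function is reported as luminescence of an ARE-controlled luciferase in A549 cells. Compounds were tested at several concentrations, and a CellTiter-Fluor read on the same wells flagged cytotoxicity.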
HepG2 viability: counter-screen for TGF-b inhibitors: cytotoxicity in HepG2 cells | actives 0.76% (n = 410,000) | Potency, µM (titrated, usually from 46.1 µM), without a hit: top-dose activity change, negative = cytotoxicity, actives largely listed as cytotoxic | HepG2 CAGA-GFP viability, ATP luminescence, 18 h | AID 588856; further: potency means the concentration at half of the fitted maximal effect; some results filed as inactive show a strong effect at the top dose
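CellTiter-Glo luminescence gave cytotoxicity after 18 hours at 37 degrees C. The cells were HepG2 CAGA-GFP in 1% FBS DMEM, stimulated with 500 pg/mL TGF-beta after compound addition. %Activity was normalised to no-cell wells (complete cell-killing) and DMSO (no toxicity), and curves were fitted and classified.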
S2 tox: viability counter-screen for ATXN expression inhibitors | S2 cells (HEK-293 line with an ATXN2-luciferase reporter) viability, CellTiter-Fluor protease fluorescence, 24 h | Potency, µM (doses to about 56.7 µM), usual class: cytotoxic | actives 0.49% (n = 400,000); further: potency means the concentration at half of the fitted maximal effect; nearly all actives have a fitted effect of over 40% in size
IL-1B inflam inh: inflammasome signaling inhibition, IL-1 beta readout; THP-1 LPS/ATP IL-1B secretion, AlphaLISA, 16 h; active compounds read low; actives 4.7% (n = 360,000); activity change, % at 57.5 µM; in the data active means activity change below about -50%; inconclusive means mostly about -30% to -49%; further: on the % scale 0 is the no-effect control and ±100 the full control effect
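THP-1 cells pretreated 1 hr with compounds (up to 57.5 uM final), then stimulated with LPS (250 ng/mL final) plus ATP (1.25 mM final); secreted IL-1B measured by AlphaLISA after 16 hr, decreased signal indicating inhibition.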
MCF10A rerep: DNA re-replication induction in MCF 10a cells | MCF 10A DNA re-replication, Hoechst nuclear intensity, 48 h | Potency, µM (top dose mostly 46.1 µM), inactives show at the highest dose activity, positive = re-replication, usual class: activators | actives 2.9% (n = 350,000); further: potency means the concentration at half of the fitted maximal effect; % of control where 0% means no effect; nearly all actives have a fitted effect of over 50% in size
A549 tox: counter-screen for Nrf2 inhibitors: cytotoxicity in A549 cells; A549 ARE-Fluc cells, CellTiter-Fluor viability, 18-24 h; Potency, µM (series often up to 46 µM), inactives show top-dose activity change, negative = cytotoxicity, usual class: inhibitors; actives 0.16% (n = 390,000); AID 504648; further: potency means the concentration at half of the fitted maximal effect; on the % scale 0 is the no-effect control and ±100 the full control effect
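A549 ARE-Fluc cells in 5% FBS OPTI-MEM, 5000 cells/well, rested 2 h then exposed to compounds in concentration-response for 18-24 h at 37 °C. Viability by CellTiter-Fluor fluorescence (Ex 405/Em 525) after 30 min; luciferase luminescence (BugLite, 15 min, RT) read afterwards.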
ATXN2 expr inh: inhibitors of ATXN2 expression; actives 0.72% (n = 360,000); HEK-293 ATXN2-luciferase reporter, luminescence, 24 h; Potency, µM (series often up to 57 µM), for the others: at the highest dose activity change, negative = inhibition, hits mostly inhibitors; further: potency means the concentration at half of the fitted maximal effect; on the % scale 0 is the no-effect control and ±100 the full control effect; nearly all actives have a fitted effect of over 55% in size
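qHTS (up to 57 uM final) was run with 24 h compound exposure of reporter cells at 37 °C. Each well was multiplexed: SteadyGlo luminescence measured ATXN2-luciferase expression after a fluorogenic Gly-Phe-AFC viability readout (25 uM final).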
* = called active by the depositor; i = inactive; u = inconclusive; x = no result given; & = joins results of further samples; [ ] = remark or other dose. Unless noted, the call rests on the fitted dose curve; in most records, active means well fitted curve in the direction sought with a large enough effect; inconclusive means small, poorly fitted or top-dose-only effect, or another doubt; inactive means no such curve, though single readings can be large; an effect the other way counts as inactive or inconclusive.

SMILES	Nrf2 activator	TGFb inhibitor	Nrf2 block	HepG2 viability	S2 tox	IL-1B inflam inh	MCF10A rerep	A549 tox	ATXN2 expr inh
O=C(COC(=O)c1cc(-c2ccccc2Cl)nc2ccccc12)Nc1ncc(C(F)(F)F)cc1Cl	0.0%	26.7%	-22.1%	5.0%	i	18.8	23.7%	7.1%	-2.2%
CCC(=O)C1=C(N2CCCC2)CC(C)(C)CC1=O	-0.5%	20.3%	x	11.3%	i	13.6	-2.9%	-6.2%	-3.8%
COc1ccc(N(CC(=O)Nc2ccc(C)c(C)c2)S(=O)(=O)c2c(C)n[nH]c2C)cc1	-0.8%	0.0%	-19.3%	-6.2%	i	-124.1*	9.0%	1.5%	10.8%
COc1ccccc1N1CCN(C(=O)CSc2nc3ccccc3o2)CC1	2.1%	u	-15.3%	-12.2%	u	21.8	u	0.8%	-11.9%
COc1cccc(NC(=S)NCc2cccnc2)c1	0.7%	0.0%	3.6%	-34.2%	i	18.4	u	12.2%	-2.6%
CS(=O)(=O)N(CC(=O)Nc1ccccc1C(=O)NCc1ccco1)c1ccc2c(c1)OCCO2	0.0%	u	u	2.1%	i	0.0	u	-2.1%	-15.4%
O=C(Oc1ccc2c(=O)c(Oc3ccc4ccccc4c3)coc2c1)c1cncc(Br)c1	2.3%	15.4%	2.0%	0.1%	i	13.5	0.9%	-7.3%	6.1%
COC(=O)c1cc2ccsc2n1CC(=O)Nc1ccc(N(C)C)cc1	0.0%	-21.6%	-1.8%	-3.8%	i	12.6	-8.4%	1.7%	-2.6%
Cc1oc2cc3oc(=O)c(CC(=O)NCCC(=O)O)c(C)c3cc2c1C	1.4%	-9.8%	-1.7%	-4.0%	i	48.3	1.0%	6.3%	-18.9%
Cc1ccc(-n2ncc3c(=O)[nH]cnc32)c(C)c1	0.0%	-0.3%	-17.9%	-18.4%	i	-1.5	15.1%	15.4%	-7.8%
Cc1ccccc1CNC(=O)c1cnc2sc(N3CCOCC3)nn2c1=O	-0.8%	1.6%	23.6%	-9.5%	x	x	x	4.2%	x
COCCNc1nnc(SC(C)C(=O)Nc2ccc(-c3nc4ccc(C)cc4s3)cc2)s1 (stereo unspecified)	2.8%	u	u	-23.5%	i	-9.2	-2.7%	-2.9%	41.7%[activator]
O=C(N/N=C/c1cccnc1)c1cccc(Br)c1	3.1%	6.8%	16.3%	-2.2%	i	6.6	-3.4%	2.2%	-2.0%
COc1cccc(NC(=O)CN(C)C(=O)CCNS(=O)(=O)c2ccc(C)cc2)c1	-0.8%	-5.8%	-11.3%	7.5%	i	8.7	0.9%	0.2%	-1.0%
COc1ccc(C(=O)CSc2nc3cccnc3n2C)cc1	-0.2%	-0.1%	u	-43.0%	i	-16.1	19.6%	-13.8%	-6.7%
COc1ccc(CN(C)C[C@@H]2OCCCC[C@H](C)Oc3ccc(NC(=O)Cc4ccccc4)cc3C(=O)N([C@@H](C)CO)C[C@@H]2C)cc1	-0.4%	4.0%	x	8.5%	u	-7.3	x	x	3.3%
O=C(NCc1ccc(Cl)cc1)C(=O)NCC1OCCN1S(=O)(=O)c1ccc2c(c1)OCCO2 (stereo unspecified)	5.5%	-3.4%	u	-31.7%	u	-22.0	0.2%	-10.3%	-11.4%
O=C(Nc1ccccc1C(=O)O)c1cc(S(=O)(=O)NCc2ccccc2)ccc1Cl	-0.5%	1.9%	-12.7%	5.6%	i	21.7	0.0%	-5.7%	5.0%
O=C(COC(=O)Cc1ccsc1)NC1CCCCCC1	0.1%	3.7%	10.8%	-3.3%	i	-1.8	-2.0%	-2.1%	-9.9%
CC1(C)CCC(=O)N(c2ccccc2)C1=O	-0.2%	-26.4%	-1.2%	3.2%	i	2.8	1.6%	-1.8%	-11.2%
O=C(N/N=C/C=C/c1ccccc1)c1cccc(Br)c1	3.0%	-11.5%	u	-22.2%	i	-25.6	u	-11.9%	u
COc1cc(SC)ccc1C(=O)Nc1ccccn1	12.6µM*	-13.0%	u	-16.4%	i	-18.9	7.5%	-9.7%	-22.4%
COc1cc(C(=O)Nc2cc(C)ccc2OCc2cc(=O)n3c(C)csc3n2)cc(OC)c1OC	0.5%	-25.0%	x	-18.2%	x	x	x	-10.8%	x
c1ccc(-c2nn3c(-c4ccco4)nnc3s2)nc1	0.0%	-0.9%	-29.9%	-1.9%	i	u	16.3%	-1.9%	-2.0%
Clc1cccc(Cl)c1CO/N=C/c1cccs1	-0.4%	0.1%	u	13.8%	i	-4.4	16.6%	5.4%	11.7%

Next section:
SMILES	Nrf2 activator	TGFb inhibitor	Nrf2 block	HepG2 viability	S2 tox	IL-1B inflam inh	MCF10A rerep	A549 tox	ATXN2 expr inh
Cc1cccc(C)c1NC(=O)CN(C)CC(=O)Nc1ccccc1Oc1ccccc1	-0.3%	0.0%	-3.2%	-2.4%	i	-8.4	u	5.7%	-3.7%
Cc1ccc(S(=O)(=O)N2CCCC2C(=O)NCc2ccco2)cc1 (stereo unspecified)	-0.4%	3.3%	-5.8%	-0.7%	i	3.1	90.7%	-7.3%	-0.9%
FC(F)(F)c1cc(C(F)(F)F)c2ccc(N3CCOCC3)nc2n1	-0.5%	5.9%	-13.4%	4.6%	i	2.6	8.2%	-19.9%	-7.8%
CCN1C(=O)/C(=C\N2CCN(C)CC2)SC1=S	0.3%	4.9%	u	-4.5%	i	2.1	-4.1%	-8.6%	-2.3%
CCOC(=O)c1cnn(Cc2ccccc2Cl)c1N	-1.1%	-15.2%	9.6%	-14.2%	i	0.4	-1.0%	-15.9%	3.1%
CCOc1ccccc1C(=O)Nc1cc(C(=O)NCCc2ccccc2)ccc1Cl	-0.2%	8.8%	-26.5%	0.7%	i	11.6	0.0%	-8.7%	1.0%
COc1cc(NC(=O)CN2C(=O)COc3ccc(S(=O)(=O)N4CCCC4)cc32)cc(OC)c1	0.0%	-2.6%	-26.9%	-12.0%	i	-2.1	0.6%	2.3%	5.3%
CCOC(=O)c1c(-c2ccc(Br)cc2)csc1NC(=O)c1ccc(C(C)(C)C)cc1	0.5%	4.6%	8.2%	-9.9%	x	x	x	-0.1%	x
CC(C)(C)NC(=O)CN(Cc1ccccc1)S(=O)(=O)c1ccccc1	-0.5%	-11.6%	-10.9%	6.5%	i	-74.3*	u	2.6%	-11.9%
COC(=O)CN(C(=O)CSc1nnc(-c2cccc(OC)c2)o1)c1ccc(OC)cc1	2.0%	32.9%[activator]	u	16.0%	i	-5.6	-0.1%	-2.0%	-8.8%
CC(=O)c1ccc(-c2nc3ccccc3n2C)o1	5.5%	-8.9%&-12.1%	u	-37.7%&-38.2%	i	-15.1	12.4%	-4.0%&14.2%	41.6%[activator]
C/C(=N\NC(=O)C1CCCC1)c1ccc(Cl)cc1Cl	-2.2%	24.2%	0.4%	-69.1%	i	-15.4	13.2%	8.5%	-2.1%
O=C(Nc1nc2ccccc2n1CCN1CCOCC1)c1cn(-c2ccccc2)nc1-c1ccccc1	-0.3%	-13.0%	20.6µM*	-11.1%	u	60.1	u	u	u
O=c1c2[nH]c3ccc(Cl)cc3c2ncn1Cc1ccccn1	2.2%	2.0%	-3.8%	-0.3%	i	4.4	0.4%	-2.6%	-10.2%
Nc1nc(C2C(=O)CCCC2=O)cs1	-0.2%	-12.8%	-2.1%	3.1%	i	0.0	-3.7%	-6.6%	5.5%
O=C(NCC1CC1)c1cc2c(c(-c3cccc(-c4ccccc4F)c3)n1)[C@H](CCO)N(C(=O)CC1CC1)C2	-2.7%	x	x	x	u	0.0	x	x	-14.1%
Cc1ccc(-n2nnnc2SCC(=O)c2ccc3c(c2)NC(=O)CO3)c(C)c1	2.1%	-21.2%	x	-18.3%	u	6.2	-10.4%	-1.7%	-20.1%
O=C(c1ccco1)N1CCN(C(=S)NC2CC3CCC2C3)CC1 (stereo unspecified)	0.2%	10.0%	-11.2%	0.7%	i	44.7	2.8%	0.1%	13.4%
Cc1ccc(S(=O)(=O)N(Cc2n[nH]c(=S)n2-c2ccccc2)c2cccc(Cl)c2)cc1	-0.5%[9.22 µM]	6.2%	-0.7%	-8.2%	i	17.0	-13.8%	2.3%	5.6%
Cc1ccc(N)c([N+](=O)[O-])c1	-1.2%	8.6%	5.2%	1.4%	i	9.9	11.5%	-6.1%	2.4%

Given comma-delimited: entries from further up
smiles,Nrf2 activator,TGFb inhibitor,Nrf2 block,HepG2 viability,S2 tox,IL-1B inflam inh,MCF10A rerep,A549 tox,ATXN2 expr inh
O=C(COC(=O)c1cc(-c2ccccc2Cl)nc2ccccc12)Nc1ncc(C(F)(F)F)cc1Cl,0.0%,26.7%,-22.1%,5.0%,i,18.8,23.7%,7.1%,-2.2%
CCC(=O)C1=C(N2CCCC2)CC(C)(C)CC1=O,-0.5%,20.3%,x,11.3%,i,13.6,-2.9%,-6.2%,-3.8%
COc1ccc(N(CC(=O)Nc2ccc(C)c(C)c2)S(=O)(=O)c2c(C)n[nH]c2C)cc1,-0.8%,0.0%,-19.3%,-6.2%,i,-124.1*,9.0%,1.5%,10.8%
COc1ccccc1N1CCN(C(=O)CSc2nc3ccccc3o2)CC1,2.1%,u,-15.3%,-12.2%,u,21.8,u,0.8%,-11.9%
COc1cccc(NC(=S)NCc2cccnc2)c1,0.7%,0.0%,3.6%,-34.2%,i,18.4,u,12.2%,-2.6%
CS(=O)(=O)N(CC(=O)Nc1ccccc1C(=O)NCc1ccco1)c1ccc2c(c1)OCCO2,0.0%,u,u,2.1%,i,0.0,u,-2.1%,-15.4%
O=C(Oc1ccc2c(=O)c(Oc3ccc4ccccc4c3)coc2c1)c1cncc(Br)c1,2.3%,15.4%,2.0%,0.1%,i,13.5,0.9%,-7.3%,6.1%
